# Bioassay records from PubChem.
# Rac1 GTP hydrolysis = MgcRacGAP GTPase-activating activity inhibitors, confirmation, biochemical, ADP Hunter fluorescence; MgcRacGAP-stimulated Rac1 GTP hydrolysis, ADP Hunter fluorescence; higher % means a stronger effect; GST-tagged Rac1 F28L mutant substrate; inhibition, % at 30 µM; hits with a dose series show IC50 in µM; hit rate 0.6% among 340,000;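 active = first-screen hits whose inhibition reached a set limit at any dose in the follow-up dose series; inconclusive = inhibition above the set first-screen limit but never retested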;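 also: fluorescence reports GDP produced by GAP-driven GTP hydrolysis; strong numbers were not always called active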
# TNAP activators = stimulation of alkaline phosphatase TNAP activity – biochemical, luminescent, no phosphate acceptor, uHTS, primary screen (AID 1001); purified TNAP, luminescent activation assay, no phosphate acceptor; higher activation fold means a stronger effect; one-dose activation fold at 20 µM; EC50 in µM for titrated hits; hit rate 0.03% among 200,000; in the data active = activation fold from about 3, or a potency from the dose series; inactive = the rest, 99 in 100 with activation fold below about 1.6; also: many of its hits are not listed in these tables
# T cell HTS = modulates CD8 T cell binding to vesicles | 2C CD8+ T cell-vesicle binding, flow cytometry; active compounds read low | calls only at 7 µM | hit rate 0.068% among 330,000;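 active = response, share of CD8 T cells binding vesicles, and their 90th percentile fluorescence all below set limits, cut at about 80% in these data, passing the limit was not always enough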
#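 Assay system: 2C TCR transgenic mouse naive CD8+ T cells, MACS-purified | Read-out: CD8+ gate FL2 mean fluorescence as % of same-row positive control | Signal: High-throughput flow cytometry with anti-B7-1 and anti-CD8 staining | Timing: Binding step 1.5 h, 37 °C, antibody labelling 20 min, ice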
# Myeloid diff MLP = myeloid differentiation induction. ER-HoxA9 myeloid progenitors, lysozyme-GFP differentiation, flow cytometry. AID 624256. calls only at 10 µM. hit rate 1% among 360,000;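 active = normalized GFP-positive differentiation at or above the plate's own cutoff, the solvent-only control mean plus 3 SD; inconclusive = no clear call, values can overlap the other calls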;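 also: cells exposed to compound for four days before flow analysis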
# Salmonella PhoP GFP = PhoP-dependent GFP reporter repression – Salmonella Typhimurium, primary screen (AID 1863) | S. Typhimurium PhoP-regulated promoter GFP reporter, 4 h; higher % means a stronger effect | inhibition, % at 50 µM; hits with a dose series show IC50 in µM | hit rate 0.16% among 300,000;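 active = inhibition over 29.93%, a cutoff 3 SD above the screen mean, later confirmed by dose response; inconclusive = inhibition over 29.93% but no dose response follow-up; inactive = inhibition at most 29.93% or unconfirmed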;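 also: 0% = low Mg2+ inducing control and 100% = high Mg2+ repressing control; strong numbers were not always called active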
# NTR1 agonist = NTR1-driven beta-arrestin-GFP spot formation – imaging, U2OS cells, high content, primary screen (AID 493036); activation, % at 20 µM; hit rate 0.17% among 330,000; P30989; agonist mode;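 active = activation at or above 40% of the spot to cytoplasm intensity ratio, with at least 20 cells analyzed; inconclusive = wells under 20 cells, flagged as cytotoxic or low count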;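 also: 0% = DMSO without peptide and 100% = 100 nM NTR1 peptide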
# Target sequence (P30989 whole entry, looked up): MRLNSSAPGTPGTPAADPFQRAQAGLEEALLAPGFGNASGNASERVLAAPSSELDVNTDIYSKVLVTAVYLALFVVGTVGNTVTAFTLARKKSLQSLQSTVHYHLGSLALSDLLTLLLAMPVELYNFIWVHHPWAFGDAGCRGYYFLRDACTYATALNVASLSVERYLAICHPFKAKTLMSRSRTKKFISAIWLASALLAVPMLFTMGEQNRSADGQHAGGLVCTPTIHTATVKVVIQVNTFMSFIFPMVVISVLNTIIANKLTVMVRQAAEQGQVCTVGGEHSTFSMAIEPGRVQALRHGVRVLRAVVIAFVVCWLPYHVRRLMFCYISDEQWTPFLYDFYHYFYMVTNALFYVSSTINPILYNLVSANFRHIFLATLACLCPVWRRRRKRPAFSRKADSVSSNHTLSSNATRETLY
# RSV CPE inhibition = inhibition of RSV-induced cytopathic effect – HEp-2 cells, primary 10 µM value included (AID 2391) | hit rate 0.13% among 310,000 | HEp-2 cells, RSV-induced CPE inhibition; higher % means a stronger effect | CPE inhibition, % at 10 µM; hits with a dose series show IC50 in µM; in the data active = a potency from the dose series; inconclusive = CPE inhibition mostly from about 23% at the one dose, without a potency; inactive = the rest, 99 in 100 with CPE inhibition below about 21%; also: strong numbers were not always called active
# K1F lysis inhibition = protection from phage-mediated lysis, alamar blue read-out – E. coli UTI89, K1F phage, bacterial capsule biogenesis inhibitors (AID 488966); E. coli UTI89 K1F phage lysis, alamar blue, 2 h; higher % means a stronger effect; inhibition, % at 100 µM; hits with a dose series show IC50 in µM; hit rate 0.02% among 340,000;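 active = phage lysis inhibition, versus mean bacterial control, above a set limit; inconclusive = no clear call, values can overlap the other calls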;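 also: capsule biogenesis inhibitors block K1F phage lysis so surviving cells raise fluorescence; higher fluorescence means more inhibition of phage lysis; actives were called in the ten point dose series up to 300 µM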
# Large T inhibition = TAg ATPase/helicase activity blockers – biochemical (AID 1903). SV40 large T antigen ATPase/helicase inhibition assay; higher % means a stronger effect. one-dose inhibition, % at 20 µM; IC50 in µM for titrated hits. hit rate 0.39% among 310,000; in the data active = a potency from the dose series; inconclusive = inhibition mostly from about 32% at the one dose, without a potency; inactive = the rest, 99 in 100 with inhibition below about 32%; also: strong numbers were not always called active
# T cell HTS vesicle-bound % = further read-out of T cell HTS, marked with its call; double positive events, %; measured here: CD8+ vesicle-bound cell fraction;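 binding gate set so that unloaded-vesicle control wells show 10% double positive cells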
# NTR1 agonist cell count 20 µM = further read-out of NTR1 agonist, marked with its call; cell count; measured here: cell count, cytotoxicity flag
# Myeloid diff MLP GFP+ MAC1+ % = second read-out of Myeloid diff MLP, no call of its own (marks repeat the call); GFP+ MAC1+ double positive, %; measured here: differentiation confirmed by MAC1 staining
# * = called active by the depositor; i = inactive; ? = inconclusive; nt = no result given; [ ] = remark or other dose.
no.	compound	Rac1 GTP hydrolysis	TNAP activators	T cell HTS	T cell HTS vesicle-bound %	Myeloid diff MLP	Myeloid diff MLP GFP+ MAC1+ %	Salmonella PhoP GFP	NTR1 agonist	NTR1 agonist cell count 20 µM	RSV CPE inhibition	K1F lysis inhibition	Large T inhibition
1	Cc1cc(C(=O)OCC(=O)N2CC(C)CC(C)C2)c(C)o1 (centres undefined)	8%	1.1	i	55	i	0.9	8%	0.1	64	2.5%	0.8%	11%
2	Cc1ccccc1N1CCN(C2CCCN(C(=O)c3ccnn3C)C2)CC1 (centres undefined)	7%	nt	i	32	i	0.0	-5%	-1.1	86	3.2%	0.0%	11%
3	O=C(/C=C/c1ccc(Cl)c([N+](=O)[O-])c1)c1ccc(O)cc1	6%	nt	i	19	i	0.2	-7%	23	69	?	-1.1%[50 µM]	3%
4	Cc1cccc(NC(=O)CN2C(=O)CNC2=O)c1	5%	1.2	i	41	i	1.5	-7%	-1.7	58	1.4%	1.7%	4%
5	Cc1c(N2C(=O)/C(=C/c3ccccc3)SC2=S)c(=O)n(-c2ccccc2)n1C	6%	0.8	i	2	i	1.6	12%	2.6	58	2.3%	1.0%	15%
6	O=C(CSc1nncn1-c1ccccc1)N1CCCC1	5%	nt	i	24	i	0.8	-3%	-0.5	47	1.6%	0.1%	12%
7	Cc1c(C(=O)C(C)C)n(C)c2ccccc12	5%	1	i	23	i	1.9	1%	1.6	50	2.8%	0.5%	2%
8	COc1ccc(/C=C2\SC(=O)N(CCNC(=O)C3CC4C=CC3C4)C2=O)cc1 (centres undefined)	-2%	1	i	32	i	1.0	-3%	-0.5	50	3.5%	-0.1%	4%
9	COc1ccc(N=Cc2ccc(-c3ccccc3)o2)cc1	8%	1.1	i	29	i	0.2	nt	0.8	39	5.3%	0.2%	nt
10	Nc1nc(=S)c2ncn(C3CCCC3)c2[nH]1	8%	nt	i	41	i	0.3	-12%	nt	nt	0.0%	-2.4%[50 µM]	14%
11	CCCNC(=O)c1ccc(N2CCC3(CC2)CC(c2ccccc2)=NO3)c(NC(=O)c2cccc(C)c2)c1	7%	nt	i	10	i	1.5	10%	-0.2	89	0.6%	1.4%	8%
12	COc1ccc(Cc2[nH]n3c(=O)c(Cl)c(C)nc3c2-c2ccccc2)cc1	4%	1	i	22	i	0.0	-7%	7.3	40	-4.0%	-1.0%	?
13	O=C(NCCc1ccccc1)c1ccc(Br)o1	8%	1.1	i	30	i	0.6	-3%	1.2	53	1.9%	2.7%	10%
14	N/C(Cc1ccc(Cl)cc1)=N\OC(=O)c1ccc2ccccc2c1	7%	1.1	i	46	i	0.4	-25%	6.0	60	22%	0.0%	12%
15	O=C(CSCC(=O)N1CCN(c2ccccc2)CC1)Nc1nc(-c2ccc(Cl)s2)cs1	9%	1	i	17	i	2.8	1%	2.4	94	3.8%	6.1%	5%
16	COC(=O)C1NN=C(C(=O)c2ccc(Br)cc2)C1c1cccc(Br)c1 (centres undefined)	4%	1.1	i	44	i	0.3	-10%	7.7	58	14%	1.1%[50 µM]	3%
17	COCCOC(=O)C1=C(N)OC2=C(C(=O)CCC2)C1c1cccnc1 (centres undefined)	8%	1.1	i	30	i	0.3	-4%	1.0	88	2.4%	0.2%	-4%
18	CCOC(=O)c1cnc2c(C)cccc2c1Nc1cccc(C(=O)O)c1	9%	nt	i	30	i	0.5	-17%	0.1	74	2.7%	1.7%[50 µM]	14%
19	Cc1ccc(CN2CCSc3ccc(C(=O)NCCCN4CCOCC4)cc32)cc1	8%	nt	i	4	i	1.6	-5%	1.5	49	-0.7%	0.6%	8%
20	CC(C)CC(=O)Nc1ccc(-c2cn3cccnc3n2)cc1	5%	nt	i	24	i	0.2	5%	1.4	41	0.7%	0.2%[50 µM]	4%
21	COc1cccc(OCc2cc(C(=O)N(C)Cc3nc4ccccc4[nH]3)no2)c1	18%	nt	i	9	i	4.8	5%	2.4	50	3.5%	0.4%	0%
22	CCc1ccc(NC(=O)COc2cccc(-n3cnnn3)c2)cc1	6%	nt	i	17	?	nt	2%	0.0	43	13%	0.2%	4%

# Twelve of the compounds above, with values under each structure:
# Results follow in this order: Rac1 GTP hydrolysis | TNAP activators | T cell HTS | T cell HTS vesicle-bound % | Myeloid diff MLP | Myeloid diff MLP GFP+ MAC1+ % | Salmonella PhoP GFP | NTR1 agonist | NTR1 agonist cell count 20 µM | RSV CPE inhibition | K1F lysis inhibition | Large T inhibition
8) COc1ccc(/C=C2\SC(=O)N(CCNC(=O)C3CC4C=CC3C4)C2=O)cc1 (centres undefined)
    -2% | 1 | i | 32 | i | 1.0 | -3% | -0.5 | 50 | 3.5% | -0.1% | 4%
9) COc1ccc(N=Cc2ccc(-c3ccccc3)o2)cc1
    8% | 1.1 | i | 29 | i | 0.2 | nt | 0.8 | 39 | 5.3% | 0.2% | nt
10) Nc1nc(=S)c2ncn(C3CCCC3)c2[nH]1
    8% | nt | i | 41 | i | 0.3 | -12% | nt | nt | 0.0% | -2.4%[50 µM] | 14%
11) CCCNC(=O)c1ccc(N2CCC3(CC2)CC(c2ccccc2)=NO3)c(NC(=O)c2cccc(C)c2)c1
    7% | nt | i | 10 | i | 1.5 | 10% | -0.2 | 89 | 0.6% | 1.4% | 8%
12) COc1ccc(Cc2[nH]n3c(=O)c(Cl)c(C)nc3c2-c2ccccc2)cc1
    4% | 1 | i | 22 | i | 0.0 | -7% | 7.3 | 40 | -4.0% | -1.0% | ?
13) O=C(NCCc1ccccc1)c1ccc(Br)o1
    8% | 1.1 | i | 30 | i | 0.6 | -3% | 1.2 | 53 | 1.9% | 2.7% | 10%
14) N/C(Cc1ccc(Cl)cc1)=N\OC(=O)c1ccc2ccccc2c1
    7% | 1.1 | i | 46 | i | 0.4 | -25% | 6.0 | 60 | 22% | 0.0% | 12%
15) O=C(CSCC(=O)N1CCN(c2ccccc2)CC1)Nc1nc(-c2ccc(Cl)s2)cs1
    9% | 1 | i | 17 | i | 2.8 | 1% | 2.4 | 94 | 3.8% | 6.1% | 5%
16) COC(=O)C1NN=C(C(=O)c2ccc(Br)cc2)C1c1cccc(Br)c1 (centres undefined)
    4% | 1.1 | i | 44 | i | 0.3 | -10% | 7.7 | 58 | 14% | 1.1%[50 µM] | 3%
17) COCCOC(=O)C1=C(N)OC2=C(C(=O)CCC2)C1c1cccnc1 (centres undefined)
    8% | 1.1 | i | 30 | i | 0.3 | -4% | 1.0 | 88 | 2.4% | 0.2% | -4%
18) CCOC(=O)c1cnc2c(C)cccc2c1Nc1cccc(C(=O)O)c1
    9% | nt | i | 30 | i | 0.5 | -17% | 0.1 | 74 | 2.7% | 1.7%[50 µM] | 14%
19) Cc1ccc(CN2CCSc3ccc(C(=O)NCCCN4CCOCC4)cc32)cc1
    8% | nt | i | 4 | i | 1.6 | -5% | 1.5 | 49 | -0.7% | 0.6% | 8%
